mHTT-CaM PPI inh – mutant huntingtin-calmodulin interaction inhibitors – biochemical, AlphaScreen, primary screen | inhibition, % at 15 µM | AID 1671202, 2021 | P42858 | AlphaScreen His-mHTT/GST-CaM binding, luminescence | 3.6% of 190,000 active;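 also: 0% = both proteins with DMSO and 100% = one protein alone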
Pf apPOL block – Pf-apPOL inhibitors, biochemical, fluorescence; Plasmodium falciparum apicoplast DNA polymerase (apPOL); Recombinant Pf-apPOL, molecular beacon fluorescence, 1.5 h; inhibition, % at 10 µM; 0.25% of 210,000 active
Active calls of the source: *; i = inactive; nt = no result given; & = joins results of further samples. Rule as the data show it: active = inhibition above about 50%; inactive = the rest.

SMILES	mHTT-CaM PPI inh	Pf apPOL block
CC(=NNc1nc(-c2ccccc2)cs1)c1ccc(C)nc1	nt	-2
CCC(C)c1ccc(N2CC(C(=O)O)CC2=O)cc1 (configuration not stated)	-2	2
COc1ccc(Nc2ncc3c(n2)CCN(Cc2cccc(OC)c2OC)C3)c(OC)c1	-1	-6
O=C1CN(c2ccc(OC(F)(F)F)cc2)C(=O)CN1N=Cc1ccc([N+](=O)[O-])o1	nt	-3&2
CCN1CCN(CCNC(=O)c2cc3sc(C)c(CN4CCCCC4)c3[nH]2)CC1	24	-1
Cc1cccc(-c2nnc(CC(=O)NC3CC3)o2)c1	-8	-5
C=CCn1cnc2c1c(=O)n(CC)c(=O)n2-c1cccc(C)c1	7	-2
Cc1cc(C(F)(F)F)n2nc(-c3ccccc3)cc2n1	15	4
COc1ccc(OC)c(NC(=O)N2CCCn3nc(-c4ccncc4)cc3C2)c1	5	-6
COc1cccc(C2=CC(c3ccc(SC)cc3)n3nnnc3N2)c1 (configuration not stated)	-6	-14
CN(C(=O)c1cc(C(C)(C)C)nn1C)c1nnc(C(F)(F)F)s1	nt	-10
Cc1ccc(NC(=O)CCS(=O)(=O)c2ccc(Br)s2)cc1	-4	-6
COc1ccc(N2C(=O)C(O)=C(C(C)=O)C2c2cccc([N+](=O)[O-])c2)cc1 (configuration not stated)	9	-4
CC1=C(C(=O)OCc2ccc3nsnc3c2)N2C(=O)[C@@H](NC(=O)OCc3ccc4nsnc4c3)[C@H]2SC1	29	2
COc1ccc(C(=O)Cc2cc(OC)c(OC)cc2Br)cc1OC	-1	-4
Nc1ccc(-c2nc3ccccc3n2CCCOc2ccccc2)cc1	51*	12
Cc1ccc(CNC2CCN(c3ccc(C(=O)Nc4ccccc4)cn3)C2)cc1 (configuration not stated)	-1	-4
COc1cc(OC)c(CNc2ccccc2SC)cc1Br	-15	-4
Cc1nc2ccccn2c(=O)c1[N+](=O)[O-]	-2	-10
CCOc1ccc(C2NC(C(=O)O)CS2)cc1OC (configuration not stated)	2	2
CCCc1ncc(C(O)c2ccc(N(C)C)cc2)n1C (configuration not stated)	8	1
COc1ccc(CN2CCCC(c3n[nH]c(C4CC4)n3)C2)cc1OC (configuration not stated)	5	-2
CCCc1c(C(=O)N2CCN(C(C)=O)CC2)cnn1-c1ccccc1	3	-15
Clc1ccc(N=Cc2ccccc2)cc1	nt	-18
O=C(NC(CO)C(=O)O)c1cncc(Br)c1 (configuration not stated)	-5&0	-1&-22

In the list so far, 2 have a thiophene ring, fused or not:
SMILES	mHTT-CaM PPI inh	Pf apPOL block
CCN1CCN(CCNC(=O)c2cc3sc(C)c(CN4CCCCC4)c3[nH]2)CC1	24	-1
Cc1ccc(NC(=O)CCS(=O)(=O)c2ccc(Br)s2)cc1	-4	-6

Going on with the list.
SMILES	mHTT-CaM PPI inh	Pf apPOL block
Cc1cc(SCC(=O)Nc2ccc3c(c2)OCCO3)nc2ccccc12	4	0
O=C(c1ccccc1F)N1CCC(Cn2ccnc2)CC1	-7	-2
CN(C(=O)c1ccc(Cl)c([N+](=O)[O-])c1)C1CCS(=O)(=O)C1 (configuration not stated)	1	-4
Cc1ccc(N2C(=O)c3cccnc3C2CC(=O)NC2CCCCCC2)cc1 (configuration not stated)	18	0
O=C(CCN1CCOCC1)c1ccc2c(c1)OCCO2	-5	-6&0
CC(C)Sc1oc(-c2ccc(F)cc2)nc1S(=O)(=O)c1ccccc1	-24	-7
O=C1OC(c2ccccc2)=N/C1=C/c1cccc([N+](=O)[O-])c1	3	-36
O=C(c1ccc2c(c1)OCO2)N(Cc1ccccn1)Cc1ccco1	-5	-6
CC(=O)Nc1ccc(S(=O)(=O)N2CCN(c3nc4ccccc4n3C)CC2)cc1	3	-9
O=C(Cn1cc(COc2ccc(Br)cc2)nn1)c1ccc(O)cc1	-11	-7
O=C(NCc1c(Cl)cccc1Oc1ccccc1)c1ccc2c(c1)OCC2	nt	8
C=C1SC(=Nc2cc(C)c(C)c(C)c2)N(C(=O)c2c(F)cccc2F)C1(C)C	nt	-1&-7
COc1ccccc1NC(=O)c1c(NCc2ccccn2)sc2c1CCCC2	50*	-16
Cc1nc2n(c(=O)c1C)CCN2Cc1cccnc1	-4	0
NC(=O)c1conc1-c1ccc2c(c1)OCO2	3	4
CCCc1cc(C2CCCN2Cc2ccc(C(=O)OC)cc2)no1 (configuration not stated)	-18	-5
O=C(Nc1ccc(Cl)cc1)Nc1cccnc1	-8	2
Cc1cccc(Cl)c1Oc1c([N+](=O)[O-])c(C)nn1C	nt	6
COC(=O)c1ccc(Cl)cc1N(Cc1ccccc1)S(C)(=O)=O	nt	-14
COc1ccc(N2CCN(C(=O)c3ccccc3Cl)C(C)C2=O)cc1 (configuration not stated)	0	-3
O=C1NC2=C(C(=O)c3ccccc32)C(c2ccccc2)N1 (configuration not stated)	28	-64
O=C1C=C(SCc2c(F)cccc2Cl)CC(c2ccccc2)C1 (configuration not stated)	nt	2
COc1cccc(S(=O)(=O)N2CC3CC2CC3NC(=O)c2cccnc2)c1 (configuration not stated)	5	-5
CCN(Cc1ccccc1)C(=O)c1oc2ccc(S(=O)(=O)N3CC(C)CC(C)C3)cc2c1C (configuration not stated)	7	-5
CCOc1ccc(NC(=O)C2c3cc(OC)c(OC)cc3C(=O)N(C)C2c2cccnc2)cc1 (configuration not stated)	1	-4

6 entries drawn at random from those above:
SMILES	mHTT-CaM PPI inh	Pf apPOL block
O=C(Nc1ccc(Cl)cc1)Nc1cccnc1	-8	2
Cc1ccc(N2C(=O)c3cccnc3C2CC(=O)NC2CCCCCC2)cc1 (configuration not stated)	18	0
CCCc1cc(C2CCCN2Cc2ccc(C(=O)OC)cc2)no1 (configuration not stated)	-18	-5
CCN(Cc1ccccc1)C(=O)c1oc2ccc(S(=O)(=O)N3CC(C)CC(C)C3)cc2c1C (configuration not stated)	7	-5
O=C1C=C(SCc2c(F)cccc2Cl)CC(c2ccccc2)C1 (configuration not stated)	nt	2
Cc1nc2n(c(=O)c1C)CCN2Cc1cccnc1	-4	0

Entries from the list above containing an aryl thioether with sulfur outside any ring (4):
SMILES	mHTT-CaM PPI inh	Pf apPOL block
COc1cccc(C2=CC(c3ccc(SC)cc3)n3nnnc3N2)c1 (configuration not stated)	-6	-14
COc1cc(OC)c(CNc2ccccc2SC)cc1Br	-15	-4
Cc1cc(SCC(=O)Nc2ccc3c(c2)OCCO3)nc2ccccc12	4	0
CC(C)Sc1oc(-c2ccc(F)cc2)nc1S(=O)(=O)c1ccccc1	-24	-7

(continued)
SMILES	mHTT-CaM PPI inh	Pf apPOL block
Cc1ccc2occ(C(=O)c3ccc(F)cc3)c(=O)c2c1	17	-4
COCC(=O)N1CCCC(COc2ccc(C(=O)N3CCCCC3)cc2)C1 (configuration not stated)	-3	1
CC1CCN(CC2CCN(S(=O)(=O)c3cccc(Cl)c3)CC2)CC1	-6	-3
CC(=O)c1cccc(NC(=O)c2ccccc2Br)c1	-2	-9
COc1ccc(CNC(=O)C2(C)CCCN(C(=O)C(C)C)C2)cc1 (configuration not stated)	-5	3
CC1=NN(c2cccc(Cl)c2)C(=O)/C1=C/c1ccc(-c2ccccc2[N+](=O)[O-])o1	8	-12
COc1ccc(C2=NN(C(C)=O)C(c3ccc(Cl)cc3)C2)cc1 (configuration not stated)	nt	-4
COc1ccccc1OCCCCOc1ccccc1OC	-8	1
CCc1ccccc1NC(=O)N1CCC(n2cnc3ccc(F)cc3c2=O)CC1	-6	1
COCCCNc1nc(-c2ccc([N+](=O)[O-])cc2)nc2ccccc12	4	1
Cc1cc(NC(=O)C2CCN(C(=O)c3cc(-c4ccc5c(c4)OCO5)n[nH]3)CC2)no1	7	-3
O=C(Nc1cc(Cl)c(Cl)cc1Cl)c1ccc2c(c1)OCCO2	-8	-6
O=C(O/N=C/c1ccncc1)c1ccc2c(c1)OCCO2	i	10
COc1cc(OC)c(C(F)(F)F)cc1[N+](=O)[O-]	nt	-1&-2
O=[N+]([O-])c1ccc(-n2ncc(-c3nnc(-c4cccs4)o3)c2C(F)(F)F)cc1	nt	5
Cc1ccc(F)c(NC(=O)c2cc3n(n2)CCCC3)c1	-8	1
O=C(NCc1ccncc1)C1COC2(CCCCC2)N1C(=O)c1ccc(F)cc1 (configuration not stated)	-6	1
COc1cccc(CCC(=O)N2CCN(c3nc(CN4CCOCC4)cs3)CC2)c1	8	-4
CCN(CC)C(=O)Cn1c(-c2ccc(F)cc2)nc2c(c1=O)CCN(Cc1ccccc1)C2	0	-5
CCc1ccc(-n2c(C)nc3cc(C(=O)NCCN4CCOCC4)ccc32)cc1	16	1
CCc1onc(C)c1C1CCCN1Cc1cc(OC)c(OC)cc1OC (configuration not stated)	-1	-2
Cc1ccc(C)c(NC(=O)c2cnc(-c3ccc(F)cc3)nc2-c2ccncc2)c1	-4	1
COc1ccc(C2CC(=O)C=C(Nc3ccccc3C)C2)cc1OC (configuration not stated)	0	-2
NCC(O)COc1ccccc1 (configuration not stated)	-2	0
CC1CCN(S(=O)(=O)N2CCCC(C(=O)NCCCN3CCOCC3)C2)CC1 (configuration not stated)	-9	-129

Record cards, from the list above. Order of screens: mHTT-CaM PPI inh	Pf apPOL block
`Cc1cc(C(F)(F)F)n2nc(-c3ccccc3)cc2n1` is listed as 15	4
`Cc1ccc(N2C(=O)c3cccnc3C2CC(=O)NC2CCCCCC2)cc1` (configuration not stated) is listed as 18	0
`CC1CCN(S(=O)(=O)N2CCCC(C(=O)NCCCN3CCOCC3)C2)CC1` (configuration not stated) is listed as -9	-129
`COc1ccc(C(=O)Cc2cc(OC)c(OC)cc2Br)cc1OC` is listed as -1	-4

Other entries.
SMILES	mHTT-CaM PPI inh	Pf apPOL block
O=C1OC(c2ccc(Cl)cc2)=N/C1=C\c1c(F)cccc1Cl	0	0
COc1ccc(C2CCCN2C(=O)c2nn(C)cc2Cl)cc1 (configuration not stated)	-3	-3
O=C(O)c1ccc(NC(CSCc2ccc(F)cc2)C(=O)O)c([N+](=O)[O-])c1 (configuration not stated)	-1	2
O=C(N/C(=C\c1ccco1)C(=O)N1CCCCC1)c1ccco1	23	-1
CCN(CC)c1nc(C)nc2sc(C(=O)Nc3cc(OC)ccc3OC)c(C)c12	-4	-3
CC(C)(C)OC(=O)N1CCCCC1CCO (configuration not stated)	-1	2
O=C1C=C(c2ccccc2)CC(c2cccs2)C1n1nnc([N+](=O)[O-])n1 (configuration not stated)	48&38	-6&-2
CCc1cc(C2CCCN2Cc2ccncc2)on1 (configuration not stated)	4	1
O=C(NC1CCN(Cc2ccccc2)CC1)c1c(F)cccc1F	7	-1
CCOC(=O)C(C)Oc1ccc2c(c1)OC(=Cc1ccccc1Br)C2=O (configuration not stated)	0	0
ON=C(c1ccccc1)c1ccccn1	nt	-1
CN1CCC2(CC1)C1CN(C)CC=C1C(C#N)=C(N)C2(C#N)C#N (configuration not stated)	-6&10	-5
COc1cc(C=C2Oc3cc(OCc4ccccc4)ccc3C2=O)cc(OC)c1OC	-9	-6
O=C(NCc1ccc(S(=O)(=O)Nc2ccccc2Cl)s1)c1ccccc1	nt	-6
Cc1oc(C2CCN(C(=O)C(C)C)CC2)nc1C(=O)N(C)C	-16	-1
CC(=O)N1CCCc2ccc(NC(=O)C3CCCC3)cc21	-5	-6
COC(=O)CN1C(=O)C(=Cc2ccc(O)c(OC)c2)SC1=S	58*	-18
O=S1(=O)c2ccc(Br)cc2OC2CCCN1C2 (configuration not stated)	-4	-5
COc1ccc(N2CCN(C(=O)Cc3ccccc3)C(C)C2=O)c(OC)c1 (configuration not stated)	-1	-1
CCCCNc1cc(C)nc(N2CCOCC2)n1	-1	-10
Cc1cccc(-n2cc(-c3ccc4c(c3)OCO4)[nH]c2=O)c1	34	0
Cc1cccc(NC(=O)c2cccc(C)c2)c1	-14	-1
CCCNC(=O)c1nn2c(c1Cl)NC(c1ccc(Cl)cc1)CC2C(F)(F)F (configuration not stated)	9	-5
COC(=O)c1scc(S(C)(=O)=O)c1N=CN(C)C	nt	-11
O=C1Nc2ccc([N+](=O)[O-])cc2C1=Nc1cccc(CO)c1	4	2
(further entries)
SMILES	mHTT-CaM PPI inh	Pf apPOL block
CN(C)C1CN(C(=O)c2ccc(F)cc2)CCC1(O)c1ccccc1 (configuration not stated)	2	-3
Cc1ccc(C)c(NC(=O)c2cc(S(=O)(=O)NCCc3ccccc3)ccc2F)c1	-1	-1
Cc1cccc(-n2cnc(C(=O)N3CCCCC3C)n2)c1 (configuration not stated)	-4	-2
NC(=O)c1ccc(-n2nnnc2SCC(=O)Nc2ccc(F)cc2)cc1	1	4
O=C(CSc1ncccn1)Nc1ccc(Cl)cc1F	-3	2
CNS(=O)(=O)c1ccc(NC(=O)c2ccc(Cn3cc(Cl)cn3)o2)cc1	-1	-7
COc1ccc(C)cc1NC(=O)CN1CCN(C2c3ccccc3-c3ccccc32)CC1	12	-1
CCC(C)NCC(O)COc1cccc(OC)c1 (configuration not stated)	-1	-4
O=C(CCCn1c2ccccc2c(=O)c2ccccc21)Nc1ccc(Br)cn1	-55	12
O=[N+]([O-])c1ccc(C2Nc3c(cccc3C(F)(F)F)C3C=CCC32)cc1 (configuration not stated)	13	-5
O=C(CCCCCn1c(=S)[nH]c2ccccc2c1=O)NCCC1=CCCCC1	0	-5
Cc1cc(Br)ccc1OCCOCCn1ccnc1	-1	-8
CCN(CC)CCNC(=O)c1ccc(N=Cc2cc(Cl)cc(Cl)c2O)cc1	4	-2
CN(C)C1CCN(Cc2c(F)cccc2Cl)CC1CO (configuration not stated)	4	-5
COCCNC(=O)C(C)C1CCN(S(=O)(=O)c2cccs2)CC1 (configuration not stated)	-5	2
CC1(C)C/C(=N\O)c2c(nc3c(c2-c2ccc(Br)cc2)/C(=N/O)CC(C)(C)C3)C1	i	-3
CCCc1cc(C2CCCN2C(=O)Nc2ccc(OC)c(OC)c2)no1 (configuration not stated)	4	-3
CCc1ccc(-c2csc(NC(=O)CSCC(=O)Nc3nccs3)n2)cc1	11	0
COc1cc(/C=C2/C(=O)N(c3cccc(Br)c3)N=C2C)cc(OC)c1O	88*	-3

High-throughput results from PubChem.
